PAFAH1B2 FP inh: inhibitors of human PAFAH1B2. P68402. recombinant PAFAH1B2, FP-rhodamine activity probe, fluorescence polarization. inhibition, % at 3.39 µM. hit rate 1.2% among 340,000;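 active = inhibition above the mean of all tested compounds plus 3 SD, cut at about 24% in these data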;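 note: 0% = enzyme with DMSO and 100% = wells lacking PAFAH1B2; many of its hits are not listed in these tables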
pPAFAH inh: pPAFAH (human) enzyme inhibition. inhibition, % at 3.39 µM. AID 463082. recombinant pPAFAH, FP-rhodamine probe fluorescence polarization. hit rate 1.5% among 330,000. Q13093;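 active = inhibition above the mean inhibition across the screen plus 3 SD, cut at about 25% in these data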;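 note: inhibitors block binding of the rhodamine activity-based probe so polarization drops; 0% = enzyme with DMSO and 100% = wells lacking pPAFAH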
PAD4 FP inh: inhibitors of human PAD4. Q9UM07. recombinant PAD4, RCA probe fluorescence polarization. inhibition, % at 6.36 µM. hit rate 0.41% among 330,000. AID 485272;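 active = percent inhibition above a cutoff equal to the mean of all tested compounds plus 3 SD, cut at about 15% in these data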;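 note: 0% = PAD4 with RCA probe and DMSO and 100% = probe without PAD4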
PREPL inh: inhibits the human prolyl oligopeptidase-like enzyme | AID 2751 | recombinant PREPL, fluorescence polarization activity-based probe | inhibition, % at 5.96 µM | hit rate 0.68% among 320,000; in the data active = inhibition above about 43%;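 note: 0% = enzyme with DMSO and 100% = wells lacking enzyme; many of its hits are not listed in these tables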
Target sequence (Q4J6C6 whole entry, looked up): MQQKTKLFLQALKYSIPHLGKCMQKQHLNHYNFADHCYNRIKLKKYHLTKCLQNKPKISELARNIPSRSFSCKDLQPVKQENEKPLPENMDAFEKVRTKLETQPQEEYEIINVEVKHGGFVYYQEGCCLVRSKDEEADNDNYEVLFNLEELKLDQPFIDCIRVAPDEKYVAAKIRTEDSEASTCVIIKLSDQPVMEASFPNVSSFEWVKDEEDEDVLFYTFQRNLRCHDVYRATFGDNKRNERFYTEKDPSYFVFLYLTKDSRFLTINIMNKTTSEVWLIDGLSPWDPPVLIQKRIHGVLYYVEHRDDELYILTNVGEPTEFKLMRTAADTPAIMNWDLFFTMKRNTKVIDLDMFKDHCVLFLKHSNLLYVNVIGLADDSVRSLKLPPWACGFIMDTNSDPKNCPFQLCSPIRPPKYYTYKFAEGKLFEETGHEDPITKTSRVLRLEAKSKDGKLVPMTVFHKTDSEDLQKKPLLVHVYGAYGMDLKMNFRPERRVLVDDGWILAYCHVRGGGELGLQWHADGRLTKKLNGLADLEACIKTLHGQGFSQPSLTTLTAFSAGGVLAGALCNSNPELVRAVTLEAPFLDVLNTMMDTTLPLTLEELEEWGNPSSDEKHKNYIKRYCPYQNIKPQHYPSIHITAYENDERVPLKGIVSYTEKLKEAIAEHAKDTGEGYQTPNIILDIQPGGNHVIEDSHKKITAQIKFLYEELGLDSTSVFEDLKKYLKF
PAFAH2 inh: inhibitors of human PAFAH2 | recombinant PAFAH2, FP-rhodamine activity probe, fluorescence polarization | inhibition, % at 3.39 µM | hit rate 0.99% among 340,000;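 active = inhibition above the mean over all tested compounds plus 3 SD, cut at about 30% in these data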;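 note: inhibitors block probe labeling of enzyme so polarization drops; 0% = enzyme with DMSO and 100% = wells lacking PAFAH2 protein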
LYPLA2 counter: LYPLA2 (human) inhibition in PME1 counter-screen; O95372; inhibition, % at 5.9 µM; hit rate 0.38% among 320,000; recombinant LYPLA2, FP-Rh probe fluorescence polarization;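 active = inhibition above the screen-wide mean plus 3 SD, limit set per campaign, cut at about 26% in these data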;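 note: 0% = LYPLA2 with DMSO and 100% = wells lacking LYPLA2 enzyme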
Target sequence (O95372 whole entry, looked up): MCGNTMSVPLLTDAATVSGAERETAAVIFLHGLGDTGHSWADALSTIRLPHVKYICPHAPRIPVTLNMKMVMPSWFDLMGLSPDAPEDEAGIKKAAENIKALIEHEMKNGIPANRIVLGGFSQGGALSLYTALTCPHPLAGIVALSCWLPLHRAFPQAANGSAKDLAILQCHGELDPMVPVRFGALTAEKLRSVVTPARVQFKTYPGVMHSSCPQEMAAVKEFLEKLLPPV
PAFAH1B3 inh: PAFAH1B3 (human) inhibition; inhibition, % at 3.39 µM; hit rate 0.28% among 340,000; AID 492972; Q15102; recombinant PAFAH1B3, FP-rhodamine probe, fluorescence polarization;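 active = inhibition above the screen-wide average of all tested compounds plus 3 SD, cut at about 25% in these data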;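 note: 0% = enzyme with DMSO only and 100% = wells lacking PAFAH1B3 protein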
LYPLA1 inh: counter-screen for PME1 inhibitors: inhibitors of human LYPLA1; O75608; AID 2174; recombinant LYPLA1, FP-Rh probe fluorescence polarization; hit rate 0.16% among 320,000; inhibition, % at 5.9 µM;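 active = inhibition above the mean of all tested compounds plus 3 SD, set per campaign, cut at about 14% in these data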;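 note: inhibitors block serine hydrolase probe labeling of LYPLA1 so polarization falls; 0% = enzyme with DMSO and 100% = wells lacking LYPLA1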
GSTO1 counter: GSTO1 inhibition, counter-screen for RBBP9 inhibitors; hit rate 1.1% among 300,000; recombinant GSTO1, activity-based probe fluorescence polarization; inhibition, % at 5.96 µM; P78417;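 active = inhibition above the campaign mean inhibition plus 3 SD, cut at about 35% in these data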;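 note: 0% = GSTO1-1 with DMSO and 100% = wells lacking GSTO1-1 enzyme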
* marks the source's active call; other numbers are inactive results; . = no result given. The list is partial. The share of hits here may be higher or lower than overall.

Values run as follows: PREPL inh | PAFAH1B2 FP inh | LYPLA2 counter | PAD4 FP inh | GSTO1 counter | PAFAH1B3 inh | pPAFAH inh | LYPLA1 inh | PAFAH2 inh
COc1ccccc1CNC(=O)CSc1nc(C)cs1
→ 2 | 2 | -4 | -3 | 2 | -6 | 0 | -1 | 9
CCO/N=C/C1=C(O)C(C(=O)OC)C(C)(C)CC1=O (centres undefined)
→ 1 | -1 | 4 | 1 | 5 | -3 | -1 | -1 | 3
N#CC1=C(N)Oc2cc(O)c(Cl)cc2C1c1ccccc1F (centres undefined)
→ 8 | 6 | 5 | -1 | -3 | 6 | 8 | 0 | 4
COc1cc(CNc2ncn[nH]2)ccc1OCC(=O)NC(C)(C)C
→ 12 | -1 | 0 | 0 | -7 | 4 | 3 | 1 | 4
CC(C)CCNC(=S)Nc1ccc2nc3n(c(=O)c2c1)CCCCC3
→ -2 | 9 | -7 | 1 | 0 | 5 | 3 | -5 | -1
CC(C)COC(=O)NCCOC(=O)Nc1cccc(Cl)c1
→ 9 | -1 | 2 | -1 | 2 | 4 | 3 | -2 | 4
COc1ccc(NC(=O)c2ccc3ccccc3n2)cc1S(=O)(=O)N1CCCCC1
→ -4 | -7 | -29 | -2 | -15 | -5 | -1 | -16 | -10
CC(C)Oc1cccc(C(=O)C2CCCN(Cc3cccn3-c3ccccn3)C2)c1 (centres undefined)
→ 24 | 2 | 0 | 4 | -1 | 7 | 5 | -2 | -8
CCCCNC(=O)NNC(=O)c1cc(C)on1
→ 10 | 2 | 5 | 1 | 7 | 3 | 1 | 1 | -5
CN(C)CC#CCC(O)(c1ccccc1)c1ccccc1
→ -2 | 3 | 6 | -4 | 5 | 1 | 0 | -1 | 0
CCOC(=O)C1Nc2c(F)cc(C)cc2C2C=CCC12 (centres undefined)
→ 12 | . | 1 | -5 | 20 | . | 10 | -4 | .
CCOc1cc(/C=N/NC(N)=O)ccc1OCC(=O)Nc1ccc(C)c(C)c1
→ 24 | 0 | -8 | 2 | 1 | -1 | 2 | -3 | 4
O=C(NCc1ccc2c(c1)OCO2)c1ccc(NC(=O)C2CCCO2)cc1 (centres undefined)
→ -4 | 3 | 2 | -5 | -3 | 2 | 4 | -4 | -6
CCOC(=O)c1nc(-c2ccccc2)oc1N(C)C
→ -3 | -1 | 1 | -2 | 11 | 12 | 3 | 3 | -5
C[C@H](NC(=O)Nc1cccc(Br)c1)C(=O)O
→ -1 | 5 | 6 | -2 | 0 | 14 | 5 | 3 | -2
Cc1[nH]c2ccccc2c1CCNC(=O)c1ccc2c(c1[N+](=O)[O-])C(=O)c1ccccc1C2=O
→ 34 | 20 | 4 | -25 | 10 | 44* | 17 | -7 | 18
CCN(CC)S(=O)(=O)c1cccc(C(=O)N/N=C/c2ccc(N3CCOCC3)cc2)c1
→ 6 | 4 | 3 | 4 | -7 | 1 | 8 | 2 | 1
CC(C)(C)NC(=O)C(=O)NNC(=O)COc1ccccc1
→ 9 | 0 | -1 | -7 | -6 | 2 | -4 | 2 | -5
COc1ccc(SC[C@H](Cc2ccccc2)N2CC[C@@H](NC(=O)OCc3ccccc3)CCC2=O)cc1
→ 29 | -1 | 0 | -4 | . | 4 | 1 | -3 | 1
COc1ccc(Cn2ccnc2SCC(=O)NC2CCCC2)cc1
→ 15 | 2 | 3 | -1 | 9 | 3 | 2 | 1 | 7
CCC(C)c1ccccc1OCCCN(C)Cc1ccccc1 (centres undefined)
→ -7 | 1 | 0 | -2 | 3 | 9 | 2 | -3 | 2
CN(CC(=O)O)S(=O)(=O)c1ccc2c(c1)n(C)c(=O)c(=O)n2C
→ -6 | 3 | 3 | -1 | 7 | 8 | 2 | 3 | -7
CN(C)S(=O)(=O)c1cccc(NC(=S)Nc2cc(Cl)cc(Cl)c2)c1
→ -6 | -5 | -6 | 0 | -9 | -4 | 1 | -6 | -19
C#CCOCCOCCOCCNc1nc(N2CCN(C(=O)[C@H](CCC(=O)O)n3cc(C(N)CO)nn3)CC2)nc(N2CCN(C(=O)[C@H](Cc3ccc(O)cc3)n3cc(C(N)CC(C)C)nn3)CC2)n1 (some centres undefined)
→ 0 | . | 3 | -2 | 17 | . | 5 | 3 | .
CCC(=O)c1cc(F)c(N2CCN(S(=O)(=O)c3ccccc3)CC2)cc1C
→ -12 | 1 | 0 | -2 | -1 | -2 | 2 | -1 | -3
Cc1nc(N2CCC(C(N)=O)CC2)c2c(-c3cccs3)csc2n1
→ 13 | 1 | 1 | -2 | -1 | -1 | -3 | -2 | -16
O=C(/C=C/c1ccc(OCc2c(F)cccc2Cl)cc1)N1CCOCC1
→ 42 | 4 | 18 | -3 | -9 | 7 | 24 | -3 | 5
COc1ccc(CNC(=O)CNC(=O)c2sc3ccccc3c2Cl)cc1OC
→ 11 | -1 | 1 | -4 | -4 | 3 | 0 | 0 | -1
O=C(NC1CCCCC1)c1cc2cc(Br)ccc2o1
→ -3 | 3 | 0 | 1 | -4 | 5 | -1 | 0 | 1
CC1([N+](=O)[O-])COC2(OC1)C(=O)Nc1ccccc12 (centres undefined)
→ -2 | 4 | -2 | 3 | -8 | 2 | 3 | -3 | -2
c1ccc2c(c1)c1ccccc1n1c(-c3ccc4c(c3)OCO4)nnc21
→ 4 | 1 | 6 | -3 | 3 | 3 | 2 | -1 | 4
Cc1cc2cc(CNC(=O)c3ccc(C)c([N+](=O)[O-])c3)ccc2[nH]1
→ 15 | 0 | -6 | -2 | 2 | 3 | 3 | -1 | -9
CN(C)CCCNC(=O)c1ccc(Oc2ccccc2)cc1
→ 1 | 2 | 3 | 2 | -6 | -2 | 4 | 0 | 1
COc1cc2c3c(c1)C(C)=CC(C)(C)N3C(=O)C2=O
→ 2 | 5 | 1 | 3 | 2 | 3 | 1 | -2 | 1
COc1ccccc1CCN1C(=S)NC(C)(C)CC1(C)O (centres undefined)
→ 14 | -1 | 7 | -6 | 10 | -3 | -2 | 0 | 0
CCOCCc1nnc(N)s1
→ 13 | 5 | 2 | 1 | 12 | -1 | -1 | 1 | 8
CC(=O)c1c(C)[nH]c(C(=O)Nc2ccc(C)c(C)c2)c1C
→ 2 | 3 | -4 | -6 | -3 | 10 | 7 | -12 | -2
COc1ccccc1CNC(=O)CN(CCc1ccccc1)S(C)(=O)=O
→ 7 | 3 | -5 | -6 | 3 | 3 | -6 | 0 | 0
Oc1ccc(N2CCN(C(c3cccs3)c3nnnn3CCc3ccccc3)CC2)cc1 (centres undefined)
→ 13 | 19 | 2 | 2 | 18 | 3 | 30* | 1 | 0
CC(O)[C@H]1CNC(=O)C(=O)N1CC(C)(C)C (some centres undefined)
→ 4 | -2 | -3 | -5 | 2 | 6 | 4 | -1 | 9

Compounds above that contain bromine, in the order listed:
Values run as follows: PREPL inh | PAFAH1B2 FP inh | LYPLA2 counter | PAD4 FP inh | GSTO1 counter | PAFAH1B3 inh | pPAFAH inh | LYPLA1 inh | PAFAH2 inh
C[C@H](NC(=O)Nc1cccc(Br)c1)C(=O)O
→ -1 | 5 | 6 | -2 | 0 | 14 | 5 | 3 | -2
O=C(NC1CCCCC1)c1cc2cc(Br)ccc2o1
→ -3 | 3 | 0 | 1 | -4 | 5 | -1 | 0 | 1

Next section:
Values run as follows: PREPL inh | PAFAH1B2 FP inh | LYPLA2 counter | PAD4 FP inh | GSTO1 counter | PAFAH1B3 inh | pPAFAH inh | LYPLA1 inh | PAFAH2 inh
O=C(c1ccc(OCC2CCCO2)cc1)N1CCc2ccccc2C1 (centres undefined)
→ -3 | -2 | -4 | 3 | 4 | 4 | -3 | -5 | 1
Cc1ccccc1OCC(=O)NN1CCN(C)CC1
→ -6 | 0 | -1 | -4 | 5 | -14 | 0 | 1 | -2
Cc1cc(CN2CCOCC2)c(O)c(C2(C)CCCCC2)c1
→ 6 | 9 | -7 | -2 | 10 | 12 | -6 | -1 | 12
COc1cccc(C(=O)Nc2ccc(NC(=O)c3ccco3)cn2)c1
→ -4 | 5 | 4 | 6 | 8 | 6 | 2 | 1 | 1
CN(C)C(=S)Nc1cccc(C(F)(F)F)c1
→ 8 | 0 | 3 | 1 | 2 | -8 | 5 | 3 | -3
COc1ccc(-c2csc3ncnc(Sc4nnnn4C)c23)cc1
→ 24 | 2 | . | 12 | . | 10 | 23 | . | 0
CC(C)CC(=O)Nc1ccc(N2CCN(S(C)(=O)=O)CC2)cc1
→ 3 | 2 | -2 | 1 | -3 | 4 | 4 | 1 | 1
Cc1ccccc1CN(C)c1ccc(S(=O)(=O)N2CCN(C)CC2)cn1
→ 13 | -3 | 4 | 4 | . | 6 | 0 | 0 | 4
CN(Cc1ccsc1)C(=O)Cn1cc(Br)ccc1=O
→ 8 | 3 | 5 | -8 | 0 | 3 | 1 | 1 | -1
O=C1Nc2ccccc2C12OCCS2 (centres undefined)
→ 6 | . | -1 | 3 | 8 | . | -4 | -3 | .
CN(C)c1ncccc1-c1nc2ccccc2s1
→ -5 | 4 | -7 | -1 | 8 | 6 | -5 | -3 | 10
Cc1ccc(-c2cc(C(F)F)nc3sc4c(=O)[nH]cnc4c23)cc1
→ -2 | -1 | -7 | -2 | . | -12 | 2 | -5 | -14
C/C(=N\OC(=O)c1ccc(OC(C)C)cc1)c1ccc(C)c(C)c1
→ 27 | 0 | -7 | -4 | 4 | 4 | 28* | 0 | 23
Cn1c(=O)c2c(nc(N3CCOCC3)n2CCNC2=NCCC2)n(C)c1=O
→ 5 | 3 | 8 | -1 | 2 | 7 | 3 | 0 | -1
COc1cccc(/C=N/n2cnc3cc(C)c(C)cc32)c1OC
→ -7 | 5 | -6 | 0 | -6 | 7 | -4 | -5 | 9
CC1CCN(C(=O)C2CCN(c3ncnc4c3nc3n4CCCCC3)CC2)CC1
→ 7 | 2 | 1 | -2 | 1 | 7 | 3 | 2 | -3
O=C(NCCC(=O)N1CCCC1)c1ccccc1Cl
→ 0 | -4 | 2 | 4 | 6 | 4 | 4 | 2 | 4
O=C(NCc1cccnc1)c1cccs1
→ 5 | 0 | -2 | 1 | -6 | 0 | 5 | 0 | 0
CN(Cc1cccc(F)c1)C(=O)c1ccc2c(=O)n3c(nc2c1)CCC3
→ 2 | 1 | -1 | -2 | 2 | 2 | 0 | -1 | 4
CCOC(=O)c1[nH]c(C)c(C(=O)c2ccc(C)cc2)c1C
→ 3 | 7 | 0 | 2 | -4 | 6 | 1 | -1 | -2
CC(C)(C)OC(=O)C[C@H]1C/C=C\C[C@H](CC(=O)N(CCO)Cc2ccccc2)C(=O)N2CCC[C@H]2COC1=O
→ 5 | 2 | . | -1 | . | 5 | 4 | . | 2
O=C(CSc1nccn1-c1ccccc1)NCc1ccc2c(c1)OCO2
→ 2 | 2 | -2 | 1 | -1 | 3 | 0 | -1 | 7
COc1cccc(-n2c(Cc3cc(=O)[nH]c(=O)[nH]3)nnc2SCC(=O)Nc2ccccc2)c1
→ 7 | 3 | 6 | -7 | 1 | -3 | -7 | 4 | 3
CC(C(=O)N1CCN(c2ccccc2)CC1)c1ccc([N+](=O)[O-])cc1 (centres undefined)
→ -44 | 5 | -2 | -1 | 5 | -2 | 3 | -3 | 9
O=c1nc(SCc2c(F)cccc2Cl)nc(-c2ccccc2)[nH]1
→ -7 | . | 2 | 4 | -7 | . | 4 | 3 | .
O=C1NC2=C(C(=O)CCC2)C(c2ccc(OC(F)F)cc2)N1 (centres undefined)
→ 22 | 3 | -1 | 1 | -5 | 7 | 2 | 0 | 5
